# FLuc inh counter – inhibits firefly luciferase, flagging false hits in luciferase inhibition screens; hit rate 1.5% among 200,000; P08659; ATPLite firefly luciferase biochemical luminescence, 10 min; inhibition, % at 10 µM; AID 1006;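 active = inhibition above about 50% when tested at 10 µM, limit read from the data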
# Target sequence (P08659 whole entry, looked up): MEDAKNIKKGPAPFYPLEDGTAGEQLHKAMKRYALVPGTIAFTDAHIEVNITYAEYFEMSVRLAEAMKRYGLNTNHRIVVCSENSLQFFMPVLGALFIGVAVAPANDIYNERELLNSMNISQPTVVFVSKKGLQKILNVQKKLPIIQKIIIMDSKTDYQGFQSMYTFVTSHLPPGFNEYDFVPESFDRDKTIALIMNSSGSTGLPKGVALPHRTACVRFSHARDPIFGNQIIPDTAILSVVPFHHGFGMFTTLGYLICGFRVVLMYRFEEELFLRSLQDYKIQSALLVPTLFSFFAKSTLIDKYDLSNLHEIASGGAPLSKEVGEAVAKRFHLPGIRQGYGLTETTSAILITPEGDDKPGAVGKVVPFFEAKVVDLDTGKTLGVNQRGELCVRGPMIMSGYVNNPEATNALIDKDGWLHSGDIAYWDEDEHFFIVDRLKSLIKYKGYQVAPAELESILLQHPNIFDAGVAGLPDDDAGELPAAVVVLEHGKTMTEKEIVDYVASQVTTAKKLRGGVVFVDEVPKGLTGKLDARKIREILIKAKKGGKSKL
# Hsp70 act – transcriptional activators of Hsp70 | AID 1203 | activation, % at 10 µM | hit rate 0.04% among 200,000 | HeLa Hsp70 promoter luciferase reporter, luminescence; scaled: vehicle 0, proteasome-inhibitor control 100%;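 active = activation above the mean across all tested compounds plus 3 SD, cutoff set per campaign, cut at about 5.5% in these data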;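 also: 100% = MG132 at 30 µM as the positive control and 0% = DMSO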
# FLuc act counter – firefly luciferase counter-screen for stimulation assays; P08659; ATPlite luciferase biochemical, luminescence, 10 min; 0 = ATP-free wells, 1 = DMSO control; activation factor at 10 µM; 200,000 tested, under 10 active; AID 1027;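 active = luciferase activation factor, scaled between plate controls, of at least 2 with compound at 10 µM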
#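 Assay system – cell-free luciferase reagent · Medium – PBS-based ATP solution · Dosing – test compounds dosed from 2 mM stocks in 100% DMSO · Timing – 10 min, room temperature · Technique – light output (luminescence) · Measure – luminescence gain marking luciferase activators · Controls – No-ATP low control, compound-free enzyme-plus-ATP high control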
# APP 5UTR inh – APP translation inhibition; AID 1285; hit rate 0.82% among 190,000; SH-SY5Y APP 5'UTR-luciferase reporter, luminescence; inhibition, % at 2 µM;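 active = inhibition above a set limit, derived from the sample mean plus 3 SD, cut at about 45% in these data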; also: values of inactives mirror those of a sister screen read the other way
# Redox H2O2 prof – compounds producing H2O2 with reducing agent – biochemical, NIH compound library profiling, artefact control for MLSCN library redox annotation, primary screen; activation, % at 10 µM; hit rate 0.03% among 200,000; DTT-dependent redox cycling H2O2, phenol red/HRP absorbance; 100% = 100 µM peroxide control, 0% = buffer;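 active = activation of at least 50% relative to the plate's high and low controls in the primary single-dose screen; inactive = activation below 50%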;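 also: compound incubated with DTT at 0.8 mM final as the reducing agent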
# APP 5'UTR act – APP 5'UTR luciferase reporter activation; hit rate 1% among 190,000; AID 1276; activation, % at 2 µM; SH-SY5Y APP 5'UTR luciferase reporter, luminescence; zero percent = DMSO vehicle wells;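 active = activation above a set limit, based on mean plus 3 SD of controls, cut at about 140% in these data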; also: values of inactives mirror those of a sister screen read the other way
# G6PDH CS – L. mesenteroides G6PDH inhibition counter-screen | Purified L. mesenteroides G6PDH, diaphorase/resazurin coupled fluorescence, 45 min | inhibition, % at 5 µM | hit rate 0.12% among 200,000; in the data active = inhibition above about 50%
# NF-kB neuron act – NF-kB expression increase, human neuronal cells | NF-kB reporter expression; hits give high values | fold change at 12.5 µM | hit rate 1.6% among 190,000 | AID 1239; in the data active = fold change above about 3.3
# Efa HMGR inh – inhibitors of class II HMG-CoA reductase from Enterococcus faecalis; purified E. faecalis HMGR, NADPH absorbance 340 nm kinetic; inhibition, % at 10 µM; hit rate 0.41% among 190,000;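 active = inhibition above a set limit, the median over all tested compounds plus 3 SD, cut at about 9.5% in these data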;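 also: enzyme runs in reverse so mevalonate oxidation gives rising NADPH absorbance; 0% = complete reaction with DMSO and 100% = background rate lacking mevalonate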
# STAT1 act – STAT1 signaling activation | NIH 3T3 STAT1-luciferase reporter, IFN-gamma, luminescence; 100% = IFN-gamma alone, no compound | activation (% of control), % at 5.5 µM | hit rate 2.6% among 200,000 | AID 932;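 active = activation above the screen-wide mean activation plus 3 SD, cut at about 130% in these data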;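 also: raw ratio to IFN-gamma control signal so 100% means no change and 0% no light; values of inactives mirror those of a sister screen read the other way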
# Active calls of the source: *; nt = not tested or not shown.
[1] CCN(CCNC(=O)C1CCN(S(C)(=O)=O)CC1)c1ccccc1
[2] O=C(O)CC(c1ccccc1)n1cnnn1 (stereo unspecified)
[3] COc1ccc(S(=O)(=O)NC(C)C(=O)O)cc1 (stereo unspecified)
[4] CC(C)NC(=O)CCCc1c[nH]c2ccccc12
[5] CC(=O)NC1=NN(C(C)=O)C(c2cccs2)S1 (stereo unspecified)
[6] CCc1ccc2c(c1)[C@H]1OCC[C@H]1[C@@H](c1cccs1)N2
[7] CCOC(=O)c1nc2cc3n(c(CC(C)C)c-2c1C)CC(C)=C3C
[8] COc1ccc(C/C(=N\O)c2ccc(OC)cc2)cc1
[9] CCC(C)NCC(=O)Nc1ccc(-c2nc3cc(NC(=O)CNC(C)CC)ccc3o2)cc1 (stereo unspecified)
[10] N#Cc1ccccc1OCC(=O)NCC1(N2CCCCC2)CCCCC1

Screen / compound no.	1	2	3	4	5	6	7	8	9	10
STAT1 act	104.9	99.2	100.0	106.2	101.1	97.3	84.6	110.2	102.0	86.4
APP 5'UTR act	-9.3	-0.4	16.4	3.9	-3.3	-65.4	-10.2	6.0	-0.5	13.1
NF-kB neuron act	1.06	1.19	1.14	1.11	0.94	1.55	1.43	1.44	1.27	1.09
G6PDH CS	-13.1	7.6	2.2	3.3	8.3	7.1	0.6	0.2	3.7	3.1
Redox H2O2 prof	2.6	-4.9	0.3	0.1	0.5	0.0	0.8	0.9	-0.5	-0.8
APP 5UTR inh	9.3	0.4	-16.4	-3.9	3.3	65.4*	10.2	-6.0	0.5	-13.1
FLuc inh counter	-3.6	-7.3	-3.4	-1.6	-4.2	11.5	-8.7	-6.7	-0.8	-2.4
FLuc act counter	1	1.1	1	1	1	0.9	1.1	1.1	1	1
Efa HMGR inh	-5.5	-13.4	-1.5	-0.5	-14.1	-5.3	-8.3	-2.9	-1.3	0.2
Hsp70 act	-0.3	-0.2	-0.2	-0.3	-0.2	0.0	-0.3	-0.3	0.1	0.6

[11] O=c1cc(O)c2sc(Nc3cccc(C(F)(F)F)c3)nc2[nH]1
[12] COc1cc(NC(=O)c2noc3c2CCC3)c(OC)cc1Cl
[13] CCN(Cc1ccccc1)C(c1ccc(C(F)(F)F)cc1)c1nnnn1C(C)(C)C (stereo unspecified)
[14] CC1(C)CC(=O)C2=C(C1)OC(N)=C(C#N)C2Cc1ccccc1 (stereo unspecified)
[15] Cc1ccc(S(=O)(=O)N2CCOCC2)cc1C(=O)Nc1nc(-c2cccnc2)cs1
[16] O=C(/C=C/c1ccc([N+](=O)[O-])cc1)Nc1cccnc1
[17] Cc1cc(C(=O)COC(=O)c2ccc(N)c([N+](=O)[O-])c2)c(C)n1-c1ccc2c(c1)OCO2
[18] COc1ccc(S(=O)(=O)N2CCOC2CNC(=O)C(=O)NCCc2ccc(OC)c(OC)c2)cc1 (stereo unspecified)
[19] O=C(O)CCS(=O)(=O)Cc1ccccc1F
[20] COC(=O)C1=C(N)n2c(s/c(=C\c3cccnc3)c2=O)=C(C(=O)OC)C1c1cccnc1 (stereo unspecified)

Screen / compound no.	11	12	13	14	15	16	17	18	19	20
STAT1 act	106.2	93.7	102.6	103.1	93.1	126.8	86.2	85.3	97.2	97.7
APP 5'UTR act	-4.3	-3.2	0.9	0.0	-3.8	124.4	-3.3	-10.6	1.3	2.2
NF-kB neuron act	2.93	0.95	1.19	1.03	0.55	2.24	0.86	1.09	1.24	1.05
G6PDH CS	16.1	7.2	nt	-10.1	-15.2	4.6	7.9	-0.5	0.9	14.2
Redox H2O2 prof	0.5	-1.1	0.8	0.1	1.0	-5.4	1.1	-0.7	-0.2	1.8
APP 5UTR inh	4.3	3.2	-0.9	0.0	3.8	-124.4	3.3	10.6	-1.3	-2.2
FLuc inh counter	2.8	4.0	nt	-3.7	0.8	65.0*	-4.1	-3.4	1.8	-1.0
FLuc act counter	1	1	nt	1	1	0.3	1	1	1	1
Efa HMGR inh	3.3	2.2	-4.5	0.9	-5.3	-1.8	-6.9	-3.3	-5.6	-0.2
Hsp70 act	-0.3	-0.2	-0.1	0.0	-0.2	0.1	-0.4	-0.4	-0.4	0.0

[21] CCOc1ncccc1C(=O)OCC(=O)c1ccccc1
[22] CCOc1ccc(C(=O)N[C@H](C(=O)O)C(C)C)cc1
[23] CC(C)CCNC(=O)CSc1nc2ccccc2s1
[24] Cc1ccc(/C=C/C(=O)OCC(=O)NCCN2C(=O)CSC2=O)o1
[25] Cc1ccc(NS(=O)(=O)c2ccc(C(=O)N3CCCN(C)CC3)cc2)cc1
[26] CC(=O)Nc1ccc(-c2csc(NC(=O)c3ccc(C)o3)n2)cc1
[27] On1nnc2c3ccccc3c3ccccc3c21
[28] O=C(Nc1ccc(-c2nc3ccccc3s2)c(OC(=O)c2ccccc2)c1)c1ccccc1
[29] NNC(=O)c1ccc2c(c1)S(=O)(=O)NNC2=O
[30] CN(C)c1ccc([C@@H]2[C@@H]([N+](=O)[O-])[C@H]3C=Cc4ccccc4N3[C@H]2C(=O)c2ccc(Cl)cc2)cc1

Screen / compound no.	21	22	23	24	25	26	27	28	29	30
STAT1 act	96.3	104.6	97.7	98.0	96.9	108.4	94.2	101.1	100.6	87.6
APP 5'UTR act	-18.8	6.7	8.6	22.4	24.8	6.2	11.0	207.9*	20.1	44.2
NF-kB neuron act	1.04	1.16	1.09	1.3	1.36	0.83	1.04	1.49	1.09	0.45
G6PDH CS	-3.0	-1.3	-1.0	3.6	nt	1.8	11.5	-18.9	1.5	-18.4
Redox H2O2 prof	-1.2	-0.3	-1.4	-1.0	0.6	0.1	-0.6	0.5	-0.8	9.5
APP 5UTR inh	18.8	-6.7	-8.6	-22.4	-24.8	-6.2	-11.0	-207.9	-20.1	-44.2
FLuc inh counter	5.2	-3.3	6.9	-1.9	nt	-4.0	-4.7	-7.6	-6.5	-0.7
FLuc act counter	0.9	1	0.9	1	nt	1	1	1.1	1.1	1
Efa HMGR inh	1.9	-5.2	-1.4	-0.1	-3.9	3.0	-1.5	-0.8	-3.5	-1.1
Hsp70 act	0.4	0.3	-0.3	-0.2	-0.1	-0.2	-0.3	-0.3	0.2	-0.3

# Continued (4 carried over from the part before).
[27] On1nnc2c3ccccc3c3ccccc3c21
[28] O=C(Nc1ccc(-c2nc3ccccc3s2)c(OC(=O)c2ccccc2)c1)c1ccccc1
[29] NNC(=O)c1ccc2c(c1)S(=O)(=O)NNC2=O
[30] CN(C)c1ccc([C@@H]2[C@@H]([N+](=O)[O-])[C@H]3C=Cc4ccccc4N3[C@H]2C(=O)c2ccc(Cl)cc2)cc1
[31] O=C(CSc1ncn[nH]1)Nc1ccc(Cl)c(Cl)c1
[32] COc1cc(-c2cc(N)n(S(=O)(=O)c3ccc(F)cc3)n2)cc(OC)c1OC
[33] O=C(NC(Cc1c[nH]c2ccccc12)C(=O)NCCCN1CCOCC1)c1cccs1 (stereo unspecified)
[34] Cc1c(NC(=O)Nc2ccc(Cl)c(Cl)c2)c(=O)n(-c2ccccc2)n1C
[35] CN(C)c1oc(-c2ccccc2Cl)nc1P(=O)(c1ccccc1)c1ccccc1
[36] Cc1cc(C)c(Cn2c(=O)n(CCCC(=O)NCc3ccco3)c(=O)c3sccc32)c(C)c1
[37] O=C1OC(c2ccccc2)C2(CCCC2)C(=O)C12CCCC2 (stereo unspecified)
[38] CCOC(=O)c1sc2nc(N3CCOCC3)c3c(c2c1N)CCN(C)C3
[39] COc1nc(-c2ccccc2Cl)ccc1C#N
[40] CCOc1cc(S(=O)(=O)NCc2cccs2)ccc1Cl

Screen / compound no.	27	28	29	30	31	32	33	34	35	36	37	38	39	40
STAT1 act	94.2	101.1	100.6	87.6	101.7	95.1	94.0	104.5	101.5	101.6	79.0	96.8	109.7	96.5
APP 5'UTR act	11.0	207.9*	20.1	44.2	-8.6	5.4	0.5	10.2	0.7	-11.2	-3.7	7.5	-0.8	-1.8
NF-kB neuron act	1.04	1.49	1.09	0.45	0.93	0.72	1.17	1.13	0.87	0.96	1.17	1.48	1.13	1.19
G6PDH CS	11.5	-18.9	1.5	-18.4	-16.3	11.2	-2.5	10.3	-11.6	-4.7	4.0	-17.7	-7.9	0.9
Redox H2O2 prof	-0.6	0.5	-0.8	9.5	2.6	-1.6	-2.1	0.0	-17.3	0.1	0.2	-1.7	2.0	1.9
APP 5UTR inh	-11.0	-207.9	-20.1	-44.2	8.6	-5.4	-0.5	-10.2	-0.7	11.2	3.7	-7.5	0.8	1.8
FLuc inh counter	-4.7	-7.6	-6.5	-0.7	-2.0	-10.2	-5.4	-2.1	0.7	-3.9	-7.1	-3.8	-5.6	-3.0
FLuc act counter	1	1.1	1.1	1	1	1.1	1.1	1	1	1	1.1	1	1.1	1
Efa HMGR inh	-1.5	-0.8	-3.5	-1.1	-2.1	-9.4	0.0	-9.7	-5.8	-6.8	-4.6	-1.9	-7.1	0.4
Hsp70 act	-0.3	-0.3	0.2	-0.3	-0.3	-0.2	-0.3	-0.1	-0.3	-0.5	-0.3	-0.2	-0.1	-0.5

[41] O=C(NCc1ccco1)C(Cc1ccccc1)N1C(=O)c2ccccc2C1=O (stereo unspecified)
[42] Clc1ccccc1-c1nnc(-c2ccccc2Cl)o1
[43] CN1CCN(c2ccccc2NC(=O)c2ccc(-c3ccc(Cl)cc3Cl)o2)CC1
[44] CCn1c(COc2ccccc2)nc2ccccc21
[45] Cc1ccc(S(=O)(=O)/N=S(\C)C(C)C)cc1 (stereo unspecified)
[46] COC(=O)CCCCCCCCCC[N+]1(C)CCCCC1
[47] Cc1c(-c2cccc(Cl)c2)nc2ccccc2c1C(=O)OCC(=O)N(C)C1CCS(=O)(=O)C1 (stereo unspecified)
[48] CS(=O)(=O)Nc1ccccc1C(=O)O
[49] COc1ccc(-c2csc(NC(=O)c3cccc(S(=O)(=O)N4CCN(C)CC4)c3)n2)cc1
[50] CCCCN(C)C1CCN(C(=S)Nc2cccc(OC)c2)CC1
[51] Cc1ccc(Oc2c(F)c(F)nc(N3CCCC3)c2F)cc1
[52] O=C(O)CCCCNS(=O)(=O)/C=C/c1ccccc1
[53] CCCN1CCN(C(=O)Cn2ncc3ccccc32)CC1

Screen / compound no.	41	42	43	44	45	46	47	48	49	50	51	52	53
STAT1 act	104.2	122.2	100.1	106.9	107.0	87.7	88.6	109.5	99.5	96.8	100.5	97.3	107.1
APP 5'UTR act	6.4	114.0	6.6	24.1	20.1	-1.8	-8.2	9.5	-2.7	0.7	0.8	7.0	16.9
NF-kB neuron act	1.18	3.4*	0.56	1.44	1	1.44	0.48	1.03	0.64	1.09	1.08	0.9	1.11
G6PDH CS	5.0	-0.9	2.0	4.6	-0.4	1.3	-0.3	7.2	5.9	9.3	3.0	3.4	0.4
Redox H2O2 prof	0.0	-0.4	0.3	0.9	-0.1	-0.3	-0.3	-0.9	0.5	0.9	-0.1	-2.3	-0.1
APP 5UTR inh	-6.4	-114.1	-6.6	-24.1	-20.1	1.8	8.3	-9.5	2.7	-0.7	-0.8	-7.0	-16.9
FLuc inh counter	-10.9	40.7	-3.3	8.8	0.1	-6.7	-3.3	-1.0	-2.7	-8.9	-3.2	-5.4	-5.3
FLuc act counter	1.1	0.6	1	0.9	1	1.1	1	1	1	1.1	1	1.1	1.1
Efa HMGR inh	-6.2	1.2	-9.8	2.1	3.0	0.8	-0.6	-2.0	0.7	1.5	0.2	-0.8	-6.7
Hsp70 act	-0.1	-0.2	-0.5	0.6	-0.2	-0.4	-0.2	-0.3	-0.4	0.2	-0.3	-0.5	0.0

# Source: PubChem (several laboratories)
